MBD2 DNA inh: inhibitors of human MBD2 binding to methylated oligonucleotide; TR-FRET; inhibition, % at 4.4 µM; 370,000 compounds, 0.31% hits; AID 686964; in the data active = inhibition above about 13%
Tn6 DDE FP: disrupts Tn6 cyclic peptide binding to fibrin D-Dimer-E complex. P02675. Fibrin DD(E) TRITC-Tn6 fluorescence polarization displacement. inhibition, % at 8.3 µM. 370,000 compounds, 0.21% hits;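 active = inhibition above a per-campaign cutoff: mean of compounds within control limits plus 3 SD, cut at about 15% in these data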;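 note: 0% = median of all compound wells on the plate and 100% = blocking peptide control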
UHRF1 MBD2 ctr: blocks human UHRF1 binding to methylated DNA | UHRF1 binding to methylated oligo, TR-FRET | inhibition, % at 4.4 µM | 370,000 compounds, 0.75% hits | AID 687016; in the data active = inhibition above about 21%;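 note: UHRF1 SRA domain binding a hemimethylated CpG hairpin DNA probe; 0% = median of test compound wells and 100% = reference inhibitor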
Tn7 DDE FP: inhibitors of Tn7 peptide binding to human fibrin DD(E); P02675; 370,000 compounds, 0.13% hits; inhibition, % at 8.3 µM; FP displacement of FITC-Tn7 peptide from fibrin DD(E); 0% = median of compound wells per plate;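 active = inhibition above the mean of compounds falling within the control limits plus 3 SD of them, cut at about 14% in these data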;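 note: 0% = plate median of compound wells and 100% = 10 µM Aha-Tn7 peptide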
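Assay system: human fibrin DD(E). Input: DD(E) 2 µM final. Medium: Tris buffer with calcium and detergent, pH 7.8. Compound dosing: single point at 8.3 µM. Timing: 10 min plus 3 h, room temperature. Technique: fluorescence polarization of the labelled Tn7 tracer. Read-out: percent inhibition. Replicates: singlicate testing.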
ARFGAP1 inh: inhibitors of rat ARFGAP1 | AID 651572 | 360,000 compounds, 0.26% hits | Q62848 | Arfgap1-stimulated ARF1 GTP hydrolysis, GDP FP detection | inhibition, % at 16.5 µM;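 active = inhibition above a per-plate limit, mean inhibition of low control wells plus 3 SD, cut at about 25% in these data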;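 note: 0% = DMSO wells with enzyme and 100% = wells lacking Arfgap1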
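Material: rat Arfgap1 catalytic domain, aa 1-136; also added: human ARF1(Δ1-17)-GTP substrate; compound dosing: one concentration, 16.5 µM, DMSO 1.26%; incubation: GTP hydrolysis reaction 2 h at 25 °C; measured by: Tracer-displacement fluorescence polarization with EDTA stop, 620/688 nm; evaluation: % inhibition from polarization; repeats: one replicate per compound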
ASAP1 GAP inh: inhibitors of human ASAP1 ArfGAP activity. Q9ULH1. ASAP1-stimulated ARF1 GTP hydrolysis, GDP FP detection. inhibition, % at 16.5 µM. 360,000 compounds, 0.19% hits. AID 624377; in the data active = inhibition above about 25%;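 note: 0% = vehicle with enzyme and substrate and 100% = no enzyme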
ADAM17 inh: inhibitors of human ADAM17; P78536; 370,000 compounds, 0.83% hits; inhibition, % at 6.95 µM; AID 720648; recombinant ADAM17, EDANS/DABCYL FRET peptide cleavage;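 active = inhibition above the mean of compounds lying between control limits plus 3 SD, set per campaign, cut at about 8.5% in these data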;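 note: 0% = DMSO-only wells as the low control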
KLK7 zymogen act: proKLK7 (human) activation, primary screen. P49862. purified proKLK7, EDANS-DABCYL substrate fluorescence; 100% is mature enzyme control, 0% vehicle. activation, % at 7 µM. 370,000 compounds, 0.9% hits. AID 652039;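 active = activation above the mean of all tested compounds plus 3 SD, computed per campaign excluding outliers beyond control limits, cut at about 13% in these data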
PLC-beta3 inh: blocks human PLC-beta3 enzyme activity; Q01970; Purified PLC-beta3, fluorogenic substrate, fluorescence; inhibition, % at 12.2 µM; 370,000 compounds, 0.18% hits; in the data active = inhibition above about 11%;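 note: 0% = median of compound wells on plate and 100% = full blocker control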
PLC-gamma1 inh: inhibitors of human phospholipase C gamma1; P19174; purified PLC-gamma1, fluorogenic substrate, fluorescence; inhibition, % at 12.2 µM; 370,000 compounds, 0.84% hits; in the data active = inhibition above about 9.5%
Target sequence (P19174 whole entry, looked up): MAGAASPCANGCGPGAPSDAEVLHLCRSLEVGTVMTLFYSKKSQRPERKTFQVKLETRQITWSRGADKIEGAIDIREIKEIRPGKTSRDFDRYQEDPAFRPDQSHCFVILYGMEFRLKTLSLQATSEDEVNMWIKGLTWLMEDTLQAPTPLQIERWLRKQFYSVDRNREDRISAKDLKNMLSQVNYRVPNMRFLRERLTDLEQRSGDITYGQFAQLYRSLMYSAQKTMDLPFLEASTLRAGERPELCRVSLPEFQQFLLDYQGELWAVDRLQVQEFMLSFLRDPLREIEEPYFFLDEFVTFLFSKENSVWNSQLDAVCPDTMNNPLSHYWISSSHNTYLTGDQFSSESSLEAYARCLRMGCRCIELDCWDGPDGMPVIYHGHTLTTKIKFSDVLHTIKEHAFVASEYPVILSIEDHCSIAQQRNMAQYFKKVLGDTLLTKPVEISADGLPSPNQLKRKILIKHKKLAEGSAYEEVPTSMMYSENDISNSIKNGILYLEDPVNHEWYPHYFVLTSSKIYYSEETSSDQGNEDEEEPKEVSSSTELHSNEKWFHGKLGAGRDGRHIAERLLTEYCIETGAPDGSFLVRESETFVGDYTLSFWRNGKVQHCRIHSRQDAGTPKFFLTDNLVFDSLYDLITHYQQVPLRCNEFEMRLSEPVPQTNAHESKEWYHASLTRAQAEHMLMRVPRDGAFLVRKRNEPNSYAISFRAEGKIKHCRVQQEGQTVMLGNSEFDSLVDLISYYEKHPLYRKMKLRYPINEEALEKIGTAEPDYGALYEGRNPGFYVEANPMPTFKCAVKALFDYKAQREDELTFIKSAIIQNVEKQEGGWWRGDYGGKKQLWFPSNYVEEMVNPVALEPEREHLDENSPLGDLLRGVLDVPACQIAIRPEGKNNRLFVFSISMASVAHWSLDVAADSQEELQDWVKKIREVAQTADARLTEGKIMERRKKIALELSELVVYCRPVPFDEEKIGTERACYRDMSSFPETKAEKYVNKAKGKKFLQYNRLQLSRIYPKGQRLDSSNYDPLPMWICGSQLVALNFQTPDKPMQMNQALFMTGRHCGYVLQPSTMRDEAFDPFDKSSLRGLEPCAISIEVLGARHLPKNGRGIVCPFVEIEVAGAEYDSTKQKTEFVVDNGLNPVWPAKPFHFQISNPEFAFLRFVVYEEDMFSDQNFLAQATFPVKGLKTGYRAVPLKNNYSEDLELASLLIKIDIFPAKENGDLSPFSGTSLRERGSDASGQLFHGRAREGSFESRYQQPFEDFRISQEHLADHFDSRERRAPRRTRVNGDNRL
The depositor's hits bear a star; i = inactive; x = not tested or not shown.

SMILES	MBD2 DNA inh	Tn6 DDE FP	UHRF1 MBD2 ctr	Tn7 DDE FP	ARFGAP1 inh	ASAP1 GAP inh	ADAM17 inh	KLK7 zymogen act	PLC-beta3 inh	PLC-gamma1 inh
COc1ccc(NC(=O)C2CCCN2C(=O)Oc2ccccc2)cc1 (stereo not given)	0	4	-1	2	-4	-14	-2	0.1	2	1
O=C(NC1CCCCC1)N1CCN(c2ccccc2)CC1	1	3	1	3	5	3	-1	-0.1	0	-1
CS(=O)(=O)NCc1nnc(SCc2c(F)cccc2Cl)o1	-2	-4	-2	-3	10	-3	-7	0.2	-8	1
CNC(=S)NNC(=O)Cc1ccc(OC)c(OC)c1	-5	-5	-1	11	1	-2	-4	0.2	4	1
Cn1c(=O)oc2cc(S(=O)(=O)Nc3cccc(C(=O)O)c3)ccc21	0	4	-1	-1	-2	1	-5	-1.4	1	-2
NS(=O)(=O)c1ccc(CCNS(=O)(=O)c2ccc(Cl)s2)cc1	0	3	2	1	6	8	1	-0.6	-6	1
Cc1cc(Cl)c(S(=O)(=O)NC2CCCC2)cc1OCC(N)=O	0	0	3	3	-2	-4	-3	0.0	-7	-1
CN1CCN(NC(=O)c2cc(-c3ccc(Cl)s3)nc3ccccc23)CC1	-5	-5	-5	2	4	-1	-387	26*	i	-335
Cc1c(C(=O)Nc2ccc(F)cc2)oc2ccc(S(=O)(=O)N3CC(C)CC(C)C3)cc12 (stereo not given)	4	2	0	-6	-2	-6	-5	-0.1	1	0
COc1cccc(CN2CCN(C(=O)Nc3ccc([N+](=O)[O-])cc3)CC2)c1	-3	-6	-2	4	10	13	0	0.4	-1	5
CCCn1c(N2CCN(C(=O)N3CCCCC3)CC2)nc2ccccc21	-5	-7	2	-8	-15	-3	0	0.2	3	6
Cc1ccc(NC(=O)CSc2nnc(C3COc4ccccc4O3)o2)c(Cl)c1 (stereo not given)	-3	6	3	-4	-3	-5	-2	0.3	-1	5
O=C(COc1ccccc1)Nc1cccc(-c2nc3cc4ccccc4cc3[nH]2)c1	-2	87*	-4	3	10	1	-427	-20	i	i
CC(=O)NCCNc1nc2cc(-c3ccsc3)sc2c(=O)n1C	-4	-2	1	3	1	-1	-11	0.5	-5	-3
CCCNC(=O)C(=O)Nc1ccc(N(C)C)cc1	-1	-4	3	7	0	-6	7	0.4	8	11*
CCOc1cccc(-c2csc(C3COc4ccccc4O3)n2)c1 (stereo not given)	-9	13	-7	1	-7	-19	0	0.3	5	1
COc1ccc2c(c1)C(c1cccs1)=NNC(c1ccncc1)=N2	0	6	-1	-1	0	12	0	0.0	0	-1
CCc1ccc(NC(=O)C(C)OC(=O)CN2C(=O)NC3(CCCC3)C2=O)cc1 (stereo not given)	0	-4	-1	-5	-4	-6	-3	-0.1	-9	2
COc1ccc(NC(=S)Nc2cc(-c3ccccc3)[nH]n2)cc1Cl	-3	-4	1	-7	3	12	19*	-0.1	12*	12*
O=C(CN1CCCCC1)N/N=C/c1cccc(C(F)(F)F)c1	9	-5	5	5	3	2	-10	-0.7	-6	-1
CC(C)Nc1nc(Cl)nc(Nc2ccccc2)n1	-2	0	2	-5	-1	-3	1	0.3	-1	-2
CC(=O)NS(=O)(=O)c1ccc(NC(=O)C2C3C=CC(C3)C2C(=O)O)cc1 (stereo not given)	0	5	0	-2	2	-2	2	-0.2	4	3
CCOCCn1c(CN2CCOCC2)nc2c1c(=O)[nH]c(=O)n2C	2	-1	0	1	-10	7	-2	-0.3	8	2
CC(C)(C)C1=C(C#N)C(c2ccncc2)C(C#N)=C(N)O1 (stereo not given)	-1	1	-6	3	-3	1	-7	-0.9	-21	-19
CC1(C(=O)NS(=O)(=O)c2ccc(Cl)s2)CCN1C(=O)Cc1cc(F)ccc1F (stereo not given)	-4	-7	0	2	9	-5	-1	-0.2	-6	-2
COc1ccc(OC)c(CN2CCC(C(=O)N3CCN(c4ccccc4F)CC3)CC2)c1	-9	5	0	-3	13	7	-2	-0.1	0	1
Cc1cccc2c1-c1sc(C(=O)NCCCN3CCC(C)CC3)cc1CO2	-3	4	-3	3	6	-1	i	49*	i	i
COc1cc(NC(=O)[C@H]2CCCN2S(=O)(=O)c2cccc3cccnc23)cc(OC)c1OC	1	4	0	-5	2	2	1	-0.1	-1	2
CCCC(=O)N/C(N)=N/c1nc(C)c2ccccc2n1	-1	5	34*	-2	9	-4	-12	-0.1	-14	-5
O=C1C(Cc2ccc(F)cc2)SC(=Nc2ccccc2)N1c1ccccc1 (stereo not given)	-3	4	-1	-5	-1	3	5	-0.4	0	0
Clc1ccc(C2CSc3c4ncnc-4ncn32)cc1 (stereo not given)	-4	3	0	10	-12	-4	4	0.6	3	11*
COc1cc(C(=O)OCC(=O)c2cc(C)n(C)c2C)cc(NC(=O)c2ccco2)c1OC	-1	9	0	8	-9	2	0	0.1	-5	-4
O=C(NCCCc1ccccc1)OC1CC2CC1[C@H]1CCCCN1C2 (stereo not given in full)	-1	13	1	2	x	x	-6	-0.6	2	-1
O=C1CCSc2c1ccc1ccccc21	1	0	1	4	-13	5	-121	-9.7	i	i
COc1ccccc1-n1c(CNc2ccc(F)cc2)nnc1SCC(=O)Nc1cc(C)on1	-2	-3	1	-3	7	11	1	-0.4	1	3
OC(CN1CCCC1)Cn1ccc2ccccc21 (stereo not given)	-5	0	2	-8	-1	-3	2	-0.1	0	4
COc1cccc2c1oc1c(SCc3nc4ccccc4[nH]3)nc(C)nc12	-3	5	-2	-1	9	0	-8	-3.4	-46	-30
CCN(CCn1cccn1)C(=O)CCc1nnc(-c2ccc3c(c2)OCO3)o1	1	2	3	-9	14	-4	0	0.1	-1	-2
O=C(N1CCCC1)N1CCN(S(=O)(=O)c2ccccc2)CC1	-3	-1	1	-3	6	1	1	0.3	5	6
O=C(O)CC/C(=N\Nc1ccc([N+](=O)[O-])cc1)c1ccccc1	-4	5	0	4	-15	-2	-2	-0.2	-19	-8
O=C(NN=C1CCCCC1)c1ccccc1-n1cccc1	3	-3	0	-2	-3	-8	0	-0.6	-13	-7
CCCC(=O)OC(C(=O)Nc1cc(C(F)(F)F)ccc1Cl)c1ccccc1 (stereo not given)	1	3	1	-5	8	-2	0	0.2	0	-2
COc1cccc(Cn2c(=O)oc3ccccc32)c1	5	3	3	0	0	-17	-1	0.9	-1	4
O=C1C(=C2SCCCS2)CC/C1=C\c1ccc(F)cc1	3	0	1	0	0	-4	-2	0.5	2	2
O=C(NCc1ccccc1)NC12CC3CC(CC(C3)C1)C2	2	-4	-1	6	-12	5	0	0.8	4	5
CCOc1ccc(N(C)S(=O)(=O)c2cnc[nH]2)cc1	5	6	0	1	0	-14	-1	-0.4	-5	-1
CN1CCCCC1(C)C(=O)NCc1ccc(F)cc1 (stereo not given)	1	2	-4	1	5	0	0	0.8	-10	1
Cc1cccc(N2CCN(CCNC(=O)c3cc4c(s3)CS(=O)(=O)C4)CC2)c1C	-2	0	5	-2	-11	0	-1	0.7	2	4
O=[N+]([O-])c1cccnc1Oc1ccc(F)cc1	-2	7	-1	1	2	3	0	-0.2	-6	5
Cc1oncc1C(=O)Nc1ccc2ccccc2c1	-5	0	-1	0	-1	-2	-1	-0.3	-7	-3
Cc1ccc(C(=O)Cn2c(C(=O)O)cc3ccccc32)cc1	-3	3	-1	2	-4	4	-2	-0.2	-8	-2
Cc1c(Cl)cnc(NC(=O)COC(=O)C2CC2)c1Cl	1	4	-1	-4	4	-15	-2	-0.3	-8	-8
CN(C)CCCCOc1ccc(F)cc1	3	2	0	6	-10	-14	-3	-0.3	4	2
O=C1Nc2ccccc2C1=Nc1ccc2[nH]c3ccccc3c2c1	-11	-7	-6	-1	12	9	-119	-1.5	-220	-160
CC1CC=CCC1(CO)CO (stereo not given)	4	-7	8	-1	-2	5	-5	-0.7	5	2
O=C(Nc1ccccc1N1CCCC1)C1CCN(C(=O)c2ccc(F)cc2)CC1	1	4	3	-4	6	-11	-5	0.2	-6	-2
Cc1cccc(OCCCC(=O)NNC(=O)c2cccc(N(C)C)c2)c1	0	-6	0	4	-10	-2	0	0.5	-48	-39
CCC(C)NS(=O)(=O)c1ccc(NS(=O)(=O)c2ccccc2[N+](=O)[O-])cc1 (stereo not given)	2	5	0	-2	-5	6	-6	0.3	-6	1
O=C(NCc1ccncc1)[C@@H]1CCCN1C(=O)[C@H]1CCCN1	-6	-2	-1	-3	5	-13	-3	0.0	2	1
CCN(CC(=O)NCc1cccs1)C(=O)c1cccc(S(=O)(=O)Nc2ccccc2Cl)c1	2	7	-3	1	6	-4	-1	-0.4	-5	-3

The listing continues:
SMILES	MBD2 DNA inh	Tn6 DDE FP	UHRF1 MBD2 ctr	Tn7 DDE FP	ARFGAP1 inh	ASAP1 GAP inh	ADAM17 inh	KLK7 zymogen act	PLC-beta3 inh	PLC-gamma1 inh
O=S(=O)(Cc1ccccc1Cl)NCc1ccccc1	-4	12	1	1	8	-2	0	0.4	1	0
CCOC(=O)c1ccc(NC(=O)CSc2nnc(CNC(=O)c3ccco3)o2)cc1	-2	6	-3	-3	20	1	0	0.3	-6	2
Cc1nn(C)c(C)c1C(C)NC(=O)c1cc(COc2cncc(Cl)c2)on1 (stereo not given)	1	-4	1	0	-4	-1	1	0.2	-6	4
Cn1c(=O)n(C)c2cc(C(=O)c3ccccc3)ccc21	-2	6	1	-8	-3	14	0	-0.1	-13	-6
Cc1cccc(C(=O)OCC(=O)NCC2CCCO2)c1O (stereo not given)	-6	1	1	1	-2	8	0	4.2	-7	3
Cc1cc(NC(=O)Cn2cc([N+](=O)[O-])cn2)n(Cc2ccc(F)cc2)n1	4	-1	-3	2	-10	3	-1	0.0	0	2
COc1ccc(C(=O)Nc2ccc(/C(C)=N/NC(=O)c3ccncc3)cc2)cc1	-3	1	2	-2	7	-7	-2	-0.3	-8	0
O=C(C(Cc1ccccc1)n1cccc1)N1CCc2ccccc21 (stereo not given)	-3	-8	0	4	-2	-6	3	-0.1	-2	-1

No enrichment for hits, and some 4.1% of all compounds hit somewhere here.
